APEX1 inh = inhibitors of human APE1 endonuclease; AID 2517; P27695; recombinant APE1, TAMRA/BHQ-2 abasic DNA cleavage fluorescence; Potency, µM (doses to about 65.8 µM), for the others: at the top dose activity change, negative = inhibition, most hits filed as inhibitors; 350,000 tested, 0.35% active;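 also: potency is read from the fitted curve at half-maximal effect; plate controls were vehicle for no effect and reference inhibitor for full effect; nearly all actives have a fitted effect of over 55% in size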
Target sequence (P27695 whole entry, looked up): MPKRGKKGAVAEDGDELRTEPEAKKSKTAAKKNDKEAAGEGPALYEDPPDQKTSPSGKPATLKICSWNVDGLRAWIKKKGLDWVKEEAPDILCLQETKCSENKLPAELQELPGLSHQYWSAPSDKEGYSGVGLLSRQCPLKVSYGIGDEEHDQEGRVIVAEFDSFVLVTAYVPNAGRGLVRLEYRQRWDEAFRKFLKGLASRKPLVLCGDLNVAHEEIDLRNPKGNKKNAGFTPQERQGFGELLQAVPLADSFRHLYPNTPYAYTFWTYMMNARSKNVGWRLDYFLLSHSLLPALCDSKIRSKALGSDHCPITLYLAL
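Quantitative HTS: incision of a TAMRA/BHQ-2 double-stranded substrate bearing a tetrahydrofuran abasic site by 0.75 nM APE1 raises fluorescence. Substrate 50 nM final, added after 15 min compound preincubation at room temperature; progress as third-minus-first kinetic read difference.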
POLB inh = blocks human DNA polymerase beta activity. P06746. 340,000 tested, 1.3% active. Potency, µM (highest dose often 114 µM), inactives show top-dose activity change, negative = inhibition, actives largely listed as inhibitors. Pol beta primer extension/strand displacement, fluorescence kinetic. AID 485314; also: potency is read from the fitted curve at half-maximal effect; % is scaled to controls: 0 for no effect and ±100 for the full control effect
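Homogeneous kinetic assay of primer extension and strand displacement by 10 nM Pol beta, preincubated 15 min at room temperature with compound before 50 nM substrate (final) was added. Read at 0 and 10 min; four-parameter Hill fit.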
Anesthetic bind = candidate novel general anesthetic via apoferritin binding. Potency, µM (series often up to 77.5 µM), for inactives: at the top dose activity change, negative = displacement, hits mostly inhibitors. 350,000 tested, 0.074% active. P02791. apoferritin/1-aminoanthracene competitive binding, fluorescence; also: potency is read from the fitted curve at half-maximal effect; % is scaled to controls: 0 for no effect and ±100 for the full control effect; nearly all actives have a fitted effect of over 20% in size
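Read-out: endpoint 1-AMA fluorescence, excitation 380 nm and emission 535 nm, after compounds sit 10 min at room temperature with 10 uM horse-spleen apoferritin in 50% saturated 1-AMA/PBS. Values come from four-parameter Hill fits.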
LDHA inh = blocks human lactate dehydrogenase A. P00338. 480,000 tested, 0.15% active. activity change, % (values are at about 110 or 230 µM). AID 1347041. purified LDHA, NADH/diaphorase-resazurin fluorescence; stronger effect = lower value; in the data active = activity change below about -30%; inconclusive = mostly about -25% to -30%;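 also: plate controls were DMSO wells for no effect and wells without enzyme for full effect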
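Human LDH5 at 2 nM final in Tris HCl pH 7.4 with 0.06 mM NADH and 0.2 mM pyruvate, reacted 5 minutes at room temperature. Remaining NADH coupled via diaphorase/resazurin; resorufin fluorescence read at 0 and 20 minutes, normalized to enzyme-free and DMSO wells.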
Pol eta inh = inhibitors of human DNA polymerase eta; recombinant Pol eta, fluorescent DNA replication assay; Potency, µM (top dose mostly 114 µM), for inactives: at the top dose activity change, negative = inhibition, most hits filed as inhibitors; 390,000 tested, 1.2% active; AID 588591; also: potency is read from the fitted curve at half-maximal effect; % is scaled to controls: 0 for no effect and ±100 for the full control effect
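Pol eta at 10 nM preincubated with compounds 15 min at room temperature; reaction started with fluorescent substrate (50 nM final) and read kinetically at 0 and 10 min.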
12-LOX inh = inhibitors of human 12S-lipoxygenase ALOX12; P18054; purified 12hLO, xylenol orange hydroperoxide absorbance; Potency, µM (top dose mostly 108 µM), for inactives: at the top dose activity change, negative = inhibition, usual class: inhibitors; 580,000 tested, 1.1% active; also: potency is read from the fitted curve at half-maximal effect; % is scaled to controls: 0 for no effect and ±100 for the full control effect
Target sequence (P18054 whole entry, looked up): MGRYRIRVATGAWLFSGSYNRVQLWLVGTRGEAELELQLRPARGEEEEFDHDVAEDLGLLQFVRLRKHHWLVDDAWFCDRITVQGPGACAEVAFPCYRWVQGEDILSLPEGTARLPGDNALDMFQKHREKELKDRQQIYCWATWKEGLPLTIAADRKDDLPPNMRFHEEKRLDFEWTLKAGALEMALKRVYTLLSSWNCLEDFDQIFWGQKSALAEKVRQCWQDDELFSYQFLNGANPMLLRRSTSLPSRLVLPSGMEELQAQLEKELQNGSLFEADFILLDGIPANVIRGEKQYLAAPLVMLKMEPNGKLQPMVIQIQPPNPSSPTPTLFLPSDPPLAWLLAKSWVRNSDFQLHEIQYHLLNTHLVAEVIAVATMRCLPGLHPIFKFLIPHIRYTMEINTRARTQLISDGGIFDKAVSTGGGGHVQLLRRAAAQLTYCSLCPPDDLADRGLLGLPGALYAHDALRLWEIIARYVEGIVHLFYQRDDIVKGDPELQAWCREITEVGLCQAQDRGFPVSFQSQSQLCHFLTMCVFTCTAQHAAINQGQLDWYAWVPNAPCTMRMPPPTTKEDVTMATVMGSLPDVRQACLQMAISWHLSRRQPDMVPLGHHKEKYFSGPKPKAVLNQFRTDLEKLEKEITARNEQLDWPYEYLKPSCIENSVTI
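Purified human 12hLO (150 nM final) in 25 mM Hepes, 0.01% Triton X-100, pH 7.0 was preincubated 15 min at room temperature with compound. Then 40 uM arachidonic acid was added, 30 min. Hydroperoxide was read by Fe-XO absorbance ratio 573/405 nm.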
POLK inh = blocks human DNA polymerase kappa activity; AID 588579; 400,000 tested, 0.53% active; Potency, µM (top dose mostly 107 µM), inactives show at the highest dose activity, negative = inhibition, actives largely listed as inhibitors; Q9UBT6; purified Pol kappa, fluorescent DNA synthesis assay, 10 min; also: potency is read from the fitted curve at half-maximal effect; % is scaled to controls: 0 for no effect and ±100 for the full control effect
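Activity was followed as the change in fluorescence between reads at 0 and 10 min after starting the reaction with 50 nM substrate. Beforehand, 10 nM polymerase had been preincubated with compound for 15 min at room temperature.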
ERG Ets-DNA blk = inhibitors of human ERG Ets domain-DNA interaction | AID 624246 | Potency, µM (titrated, usually from 76.9 µM), without a hit: at the top dose FP activity, negative = inhibition, usual class: inhibitors | fluorescence polarization, His-ERG Ets domain / labelled DNA | 370,000 tested, 0.028% active; active = well fitted inhibition curve with a large enough effect in the polarisation, with a control signal flat; inconclusive = small, poorly fitted or top-dose-only effect, or effect the other way, or a change in a side signal; inactive = no such curve, though single readings can be large or run the other way; the % refers to the polarisation;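 also: polarization taken with two DNA probes labelled with fluorescein and Texas red; potency is read from the fitted curve at half-maximal effect; % of control where 0% means no effect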
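His-tagged ERG Ets domain (1 uM in the protein solution; 300mM KCl, 50mM Tris-HCl, 1mM EDTA, 1mM DTT, pH 7.5) received compound, then a probe mix of 5 nM fluorescein-DNA and 100nM Texas-615-DNA. Fluorescence polarization was read for both dyes.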
RGS4 inhibitor = blocks human RGS4-accelerated GTP hydrolysis. 390,000 tested, 0.039% active. P49798. AID 504845. Transcreener GDP fluorescence polarization, RGS4-accelerated GTP hydrolysis. Potency, µM (doses to about 114 µM), for inactives: at the highest dose activity change, negative = inhibition, actives largely listed as inhibitors; also: potency is read from the fitted curve at half-maximal effect; % is scaled to controls: 0 for no effect and ±100 for the full control effect; nearly all actives have a fitted effect of over 75% in size; some results filed as inactive show a strong effect at the top dose
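MLSMR compounds (23 nl, pin-transferred) preincubated 10 min at room temperature with a 500nM (2x) first reagent, then RGS4 at 900nM (2x) plus Transcreener GDP mix added; fluorescence polarization (620/688 nm) read before and after 90 min at 30 °C.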
* hit, by the source's call; i = inactive; u = inconclusive; x = not tested or not shown; & = joins results of further samples; [ ] = dose if it differs, or a comment. Unless noted, calls follow the shape of the dose curve; as a rule, active = well fitted curve in the direction sought with a large enough effect; inconclusive = small, poorly fitted or top-dose-only effect, or another doubt; inactive = no such curve, though single readings can be large; an effect the other way counts as inactive or inconclusive.

#1 O=C(Cc1ccc(Cl)cc1)NNS(=O)(=O)c1ccc([N+](=O)[O-])cc1
#2 Cc1cc(NC(=O)c2ccc3c(c2)C(=O)N(c2cccc(C)c2C)C3=O)no1
#3 COc1ccc(NC(=O)c2oc3ccccc3c2NC(=O)C2CCCCC2)c(OC)c1
#4 CC(C)(C)C(=O)Nc1nnc(SCC(=O)Nc2nccs2)s1
#5 CCN(CC(=O)Nc1c(F)cccc1F)C(=O)c1cc(S(=O)(=O)N(C)C)ccc1N1CCCC1
#6 O=C1OCCN1c1c(-c2ccccc2)c(N2CCOCC2)nc2ccccc12
#7 COc1ccc(-c2[nH]ncc2CN(C)Cc2cccnc2)c(OC)c1
#8 CN(NC(=O)c1ccccc1)c1ncc(C(F)(F)F)cc1Cl

entry no.	1	2	3	4	5	6	7	8
APEX1 inh	-1%	-7%	x	15%	10%	x	7%	2%
POLB inh	-16%	19%	14%	25%	x	x	0%	u
Anesthetic bind	0%	-15%	-8%	-13%	x	x	-4%	-1%
LDHA inh	8	-8	-3	-8	-3	-2	-2	-3
Pol eta inh	-8%	-7%	-18%	-17%	-8%	-2%	-12%	1%
12-LOX inh	-9%	i	-20%	-3%	-8%	-2%	0%	306%[activator]
POLK inh	-2%	-10%	-2%	0%	1%	2%	2%	-4%
ERG Ets-DNA blk	-4%	-3%	2%	-3%	-6%	-10%	11%	3%
RGS4 inhibitor	-6%	21%	-9%	24%	-26%	-3%	18%	-11%

Screen by screen, from the results shown.
Entries 1–8 in 12-LOX inh read -9%, i, -20%, -3%, -8%, -2%, 0%, 306%[activator]

Molecules shown so far that have an aryl methoxy group (2):
#3 COc1ccc(NC(=O)c2oc3ccccc3c2NC(=O)C2CCCCC2)c(OC)c1
#7 COc1ccc(-c2[nH]ncc2CN(C)Cc2cccnc2)c(OC)c1

entry no.	3	7
APEX1 inh	x	7%
POLB inh	14%	0%
Anesthetic bind	-8%	-4%
LDHA inh	-3	-2
Pol eta inh	-18%	-12%
12-LOX inh	-20%	0%
POLK inh	-2%	2%
ERG Ets-DNA blk	2%	11%
RGS4 inhibitor	-9%	18%

(more compounds)
#9 CCc1ccc(N2CC(C)Cn3c2nc2c3c(=O)n(CCN3CCOCC3)c(=O)n2C)cc1 (centres undefined)
#10 CCC1(C)N=c2c(c(=O)n(C)c(=O)n2C)=NO1 (centres undefined)
#11 N#Cc1c2c(c(Nc3ccc(F)cc3)n3c1nc1ccccc13)CCCC2
#12 COc1ccc(CSCC(=O)N/N=C/c2ccc(OCC(=O)NCc3ccco3)cc2)cc1
#13 O=C(CN1C(=O)COc2ccc(S(=O)(=O)N3CCCC3)cc21)Nc1cccc(F)c1
#14 CC(O)Cc1cn([C@@H](CCCCN)C(=O)N2CCNCC2)nn1 (some centres undefined)
#15 COc1ccccc1NC(=S)N1CCC(NC(=O)c2ccco2)CC1
#16 CC(=O)NC1=NN(C(C)=O)C(C)(c2ccc(C)o2)S1 (centres undefined)

entry no.	9	10	11	12	13	14	15	16
APEX1 inh	1%	0%	x	0%	3%	3%	4%	-5%
POLB inh	2%	-3%	x	7%	3%	-3%	0%	15%
Anesthetic bind	-3%	1%	x	-16%	6%	-2%	-10%	2%
LDHA inh	0	-3	-9	-2	-4	0	1	-7
Pol eta inh	5%	-23%	-5%	-9%	-15%	-18%	-21%	-14%
12-LOX inh	210%[activator]	16%	-8%	462%[activator]	10%	u	0%	25%
POLK inh	-8%	1%	1%	-5%	6%	5%	10%	-7%
ERG Ets-DNA blk	-14%	7%	x	-9%	-1%	4%	0%	-3%
RGS4 inhibitor	3%	16%	-15%	-17%	-9%	-18%	14%	-6%

#17 Cc1cc(C(F)(F)F)nc(SCC(=O)Nc2nccs2)n1
#18 O=C(NCc1cccnc1)c1ccc([N+](=O)[O-])cc1
#19 CNC(=O)Nc1ccccc1F
#20 Cc1ccc2c(c1)C(c1ccccc1)C(=O)O2 (centres undefined)
#21 CCC(CC)C1C(C#N)=C(N)Oc2n[nH]c(-c3ccccc3)c21 (centres undefined)
#22 CCOc1ccc(-c2nc(-c3ccncc3)no2)cc1OCC
#23 COC(=O)c1c(NC(=O)C2CC(C)=C(C)CC2C(=O)O)sc2c1CCCCC2 (centres undefined)
#24 O=C(Nc1cc(Cl)cc(Cl)c1)C(c1ccccc1)N1CCCCC1 (centres undefined)

entry no.	17	18	19	20	21	22	23	24
APEX1 inh	18%	15%	6%	-6%	0%	-2%	38%[activator]	-3%
POLB inh	26%	44%	0%	11%	1%	-25%	-13%	0%
Anesthetic bind	-2%	-8%	-13%	2%	-16%	-6%	-20%	6%
LDHA inh	1	-5	2	-1	-4	-5	-5	-4
Pol eta inh	-1%	-6%	-13%	-1%	-13%	-4%	-11%	-5%
12-LOX inh	i	-23%	5%	u	8%	0%[57.4 µM]	0%	12%
POLK inh	-2%	-2%	5%	-7%	-8%	-6%	1%	-13%
ERG Ets-DNA blk	19%	-4%	3%	-2%	x	-14%	-1%	-12%
RGS4 inhibitor	-5%	12%	-39%	24%	6%	8%	-32%	10%

One compound at a time (already shown). Screens in order: APEX1 inh, POLB inh, Anesthetic bind, LDHA inh, Pol eta inh, 12-LOX inh, POLK inh, ERG Ets-DNA blk, RGS4 inhibitor
Listed for `CCOc1ccc(-c2nc(-c3ccncc3)no2)cc1OCC` → -2%, -25%, -6%, -5, -4%, 0%[57.4 µM], -6%, -14%, 8%
Listed for `Cc1cc(C(F)(F)F)nc(SCC(=O)Nc2nccs2)n1` → 18%, 26%, -2%, 1, -1%, i, -2%, 19%, -5%

Following part:
#25 S=C(Cc1ccccc1)N1CCOCC1
#26 Cc1cc(S(=O)(=O)Nc2ccc3cn[nH]c3c2)c(C)cc1Cl
#27 CC1(CCC(=O)N2CCCC(N3CCN(c4ccc(F)cc4)CC3)C2)CC1 (centres undefined)
#28 Cc1cccc(C(=O)NCC(=O)OCC(=O)c2ccc(C)s2)c1
#29 CC(C)CCNC1c2ccccc2C(=O)N1Cc1ccccc1 (centres undefined)
#30 O=C(Nc1cccc(S(=O)(=O)N2CCOCC2)c1)c1ccc(N2CCCC2=O)cc1
#31 Cc1cc(C(=O)NC2CCCc3c2cnn3-c2cccc(C)c2C)c(C)o1 (centres undefined)
#32 CCN(CC)C(=O)c1sc2c(c1C)c(=O)n(Cc1ccccc1)c(=O)n2Cc1ccc(Cl)cc1

entry no.	25	26	27	28	29	30	31	32
APEX1 inh	x	34%	34%	19%	3%	39%	25%	x
POLB inh	x	1%	14%	x	18%	x	-23%	-17%
Anesthetic bind	x	u	-16%	x	-16%	x	u	7%
LDHA inh	1	-8	-5	-3	0	-12	0	3
Pol eta inh	-14%	-16%	-11%	-15%	-26%	-3%	-7%	-17%
12-LOX inh	u	-24%	9%	u	-1%	430%[activator]	u	-25%
POLK inh	-14%	2%	-9%	1%	-2%	-14%	-4%	4%[60.1 µM]
ERG Ets-DNA blk	-2%	-2%	-2%	15%	-5%	0%	8%	6%
RGS4 inhibitor	-1%	-11%	-30%	-15%	-17%	13%	u	7%

#33 O=C(NCc1ccccn1)C(F)(F)C(F)(F)C(=O)NCc1ccccn1
#34 COc1ccccc1N1CCN(S(=O)(=O)c2cn(C)cn2)CC1
#35 O=C1C(Cc2cccc([N+](=O)[O-])c2)SC(=Nc2ccccc2)N1c1ccccc1 (centres undefined)
#36 CCCN1CCN(C(=S)NCc2ccc(Cl)cc2)CC1
#37 c1ccc(OCc2cc(-c3ccccc3)no2)cc1
#38 Cc1ccc(C2C(C#N)=C(N)Oc3n[nH]c(-c4cccnc4)c32)o1 (centres undefined)
#39 CCc1ccc(N2CC(C(=O)Nc3ccc(S(=O)(=O)Nc4ncccn4)cc3)CC2=O)cc1 (centres undefined)
#40 CC(NS(=O)(=O)CCNC(=O)c1ccccc1)c1ccccc1 (centres undefined)
#41 CCOC(=O)c1cc(-c2ccccc2)n(-c2cccc(C(=O)Nc3cccc(C)c3)c2)c1C
#42 CCN(C[C@H]1N[C@@](CC)(C(=O)OC)[C@H]2C(=O)N(Cc3ccccc3)C(=O)[C@@H]12)S(=O)(=O)c1ccc(C(C)(C)C)cc1

entry no.	33	34	35	36	37	38	39	40	41	42
APEX1 inh	14%	9%	-9%	16%	11%	18%	24%	-9%	x	-11%
POLB inh	1%	31%	-11%	16%	23%	9%	-28%	x	-10%	x
Anesthetic bind	5%	12%	-7%	-4%	0%	-9%	1%	x	6%	x
LDHA inh	-4	-9	4	-10	-4	12	-10&2	-5	2	1
Pol eta inh	-21%	11%	-21%	-7%	-10%	-9%	-10%	-14%	-19%	-10%
12-LOX inh	14%	-9%	8%	u	20%	-9%	1%&-29%	1%	-9%	10%
POLK inh	9%	-9%	-6%	-9%	-6%	7%	-13%	-14%	-5%[60.1 µM]	-4%
ERG Ets-DNA blk	2%	0%	2%	4%	7%	5%	-6%	-21%	1%	2%
RGS4 inhibitor	-6%	7%[11.4 µM]	-27%	2%	1%	-28%	8%	5%	4%	11%

The list is partial (hit frequency here may not be typical).
